Kir21 block – inhibitors of mouse Kir2.1 inward-rectifier potassium channel. HEK293-Kir2.1, FluxOR thallium flux fluorescence; active compounds read low. B-score at 10 µM. hit rate 0.85% among 310,000;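 active = fluorescence ratio B-score at or below minus 3 SD of library scores, with starting-brightness B-score within 2 SD, cut at about -4.2 in these data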;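 note: channel flux triggered by added potassium and thallium sulfate stimulus; B-score of peak minus minimum fluorescence over baseline after thallium stimulus; more negative B-score means stronger Kir2.1 block with less thallium influx; some compounds called inactive have numbers as strong as hits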
Target sequence (P35561 whole entry, looked up): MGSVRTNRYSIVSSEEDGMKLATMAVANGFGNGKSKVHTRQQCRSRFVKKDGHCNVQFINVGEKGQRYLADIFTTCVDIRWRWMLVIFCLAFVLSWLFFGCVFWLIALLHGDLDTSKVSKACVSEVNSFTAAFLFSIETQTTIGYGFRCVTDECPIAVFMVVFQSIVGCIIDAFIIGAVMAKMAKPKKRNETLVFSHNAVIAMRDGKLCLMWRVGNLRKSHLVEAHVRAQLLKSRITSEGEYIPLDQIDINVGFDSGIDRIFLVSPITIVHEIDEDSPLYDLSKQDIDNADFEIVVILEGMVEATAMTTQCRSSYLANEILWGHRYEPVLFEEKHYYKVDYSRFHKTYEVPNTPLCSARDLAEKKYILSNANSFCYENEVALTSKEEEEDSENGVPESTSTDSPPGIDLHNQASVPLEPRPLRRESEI
KCNQ2 block – KCNQ2 potassium channel inhibitors, primary screen, cell-based, CHO-K1, FluxOR thallium flux, B-score (AID 2156) | hit rate 1.1% among 310,000 | O88943 | B-score at 10 µM | 20 min; active compounds read low;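 active = fluorescence ratio B-score at most minus 3 library SDs, with starting brightness B-score within 2 library SDs, cut at about -5.5 in these data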
STK33 inh – blocks human STK33 kinase activity; Q9BYT3; purified STK33, MBP phosphorylation, ADP-Glo luminescence; inhibition, % at 10 µM; hit rate 0.073% among 320,000;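 active = inhibition at or above 25%, using the most active replicate where run in duplicate; inactive = inhibition below 25%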
Target sequence (Q9BYT3 whole entry, looked up): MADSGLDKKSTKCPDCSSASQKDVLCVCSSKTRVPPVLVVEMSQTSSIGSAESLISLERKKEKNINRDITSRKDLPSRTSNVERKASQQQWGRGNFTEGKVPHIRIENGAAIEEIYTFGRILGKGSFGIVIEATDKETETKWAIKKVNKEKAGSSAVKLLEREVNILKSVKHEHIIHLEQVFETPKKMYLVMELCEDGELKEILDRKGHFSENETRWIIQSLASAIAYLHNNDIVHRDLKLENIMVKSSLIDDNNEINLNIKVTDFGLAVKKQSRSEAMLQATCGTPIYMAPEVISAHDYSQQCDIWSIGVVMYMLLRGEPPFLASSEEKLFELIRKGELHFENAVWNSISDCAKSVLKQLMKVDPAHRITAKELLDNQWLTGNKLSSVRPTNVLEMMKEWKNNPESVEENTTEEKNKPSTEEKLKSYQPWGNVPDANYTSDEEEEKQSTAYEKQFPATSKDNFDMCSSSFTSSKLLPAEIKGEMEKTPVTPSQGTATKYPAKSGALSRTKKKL
* marks the source's active call; other numbers are inactive results; i = inactive; x = no result given. Hits appear at their usual frequency; any-hit rate near 1.9%.

No.	compound	Kir21 block	KCNQ2 block	STK33 inh
1	Cc1cccc(C(=O)N2CCN(c3ncnc4c3cnn4-c3ccccc3)CC2)c1	0.5	i	-0.5
2	O=S(=O)(O)c1cccc2cccc(Nc3ccccc3)c12	0.07	i	-2.1
3	O=C(CNC(=O)c1ccccc1)c1ccccc1	-0.21	i	0.0
4	O=C(CSc1nc2ccccc2c(=O)[nH]1)Nc1ccc(C(=O)O)cc1	-0.15	i	8.5
5	CCC(Oc1ccccc1)C(=O)Nc1nc2ccccc2[nH]1 (configuration not stated)	0.72	i	0.3
6	Cc1ccc(NC(=O)C(=O)NCCN2CCN(C(=O)C(c3ccccc3)c3ccccc3)CC2)cc1	0.28	i	-0.1
7	O=C(Cn1ncc2c3ccccc3n(Cc3ccccc3F)c2c1=O)NCCN1CCOCC1	-1.6	i	0.1
8	Cc1noc(C)c1C(=O)N1CCCC(Nc2ccc(C(C)C)cc2)C1 (configuration not stated)	0.57	i	-0.6
9	Cc1ccc(C(=O)NCCC(=O)N2CCOCC2)cc1	1.5	i	-1.9
10	CCCCN(C(=O)NC(=O)Nc1ccccc1OCC)S(C)(=O)=O	1.4	i	0.0
11	Cc1ccc(NC(=O)C2CCCN2S(=O)(=O)c2ccc(F)cc2)c(C)c1 (configuration not stated)	-0.02	i	-0.4
12	NNC(=O)c1[nH]c2ccc(Br)cc2c1-c1ccccc1	-0.04	i	-0.5

Single records (already shown). Screens in order: Kir21 block, KCNQ2 block, STK33 inh
NNC(=O)c1[nH]c2ccc(Br)cc2c1-c1ccccc1 is listed with -0.04, i, -0.5
O=C(CNC(=O)c1ccccc1)c1ccccc1 is listed with -0.21, i, 0.0

Continued.
No.	compound	Kir21 block	KCNQ2 block	STK33 inh
13	CC1=C(C)CC(C(=O)Nc2ccc(C(N)=O)cc2)C(C(=O)O)C1 (configuration not stated)	0.6	i	-5.9
14	Cc1cccc(N2C(=O)c3cccc(Oc4ccc(Cl)cc4)c3C2=O)c1	0.02	i	0.8
15	CC(=O)c1ccc(OC(=O)c2ccc(Br)o2)cc1	-3	i	-5.8
16	COc1ccc(C(=O)C2CCCN(C(=O)c3cccc(Cn4cccn4)c3)C2)cc1F (configuration not stated)	-1.2	i	-0.1
17	COc1cccc(OC)c1C(=O)NNC(=O)c1cccc(COc2ccc3c(c2)CCC3)c1	-0.85	i	0.0
18	CCOC(=O)c1c(C)c(C(=O)NCC2CCCO2)c(C)n1CC (configuration not stated)	-1.2	i	0.3
19	O=C(Nc1cccc2c1CCCC2)C1CCN(C(=O)NC2CCCCC2)CC1	-0.38	i	-0.9
20	O=C(c1ccccc1Cl)N1CCC(N2CCC(C(=O)N3CCCC3)CC2)CC1	0.39	i	-0.8
21	CC(=O)[C@@]12O[C@@H]1C[C@H]1[C@@H]3CC[C@H]4C[C@@H](O)CC[C@]4(C)[C@H]3CC[C@@]12C	-0.04	i	-1.2
22	CN1CCN(S(=O)(=O)c2ccc(Br)s2)CC1	1.4	i	-1.1
23	CC(Nc1nc(-c2ccc3c(c2)NC(=O)CO3)cs1)c1ccccc1 (configuration not stated)	-0.05	i	-0.1
24	N#C/C(=N\Nc1ccc(F)cc1)C(=N)N1CCCCC1	-0.06	i	0.7
25	C=CCn1c(SCC(=O)Nc2cccnc2Cl)nnc1-c1ccc(C(C)(C)C)cc1	1.4	i	1.1
26	O=C1CC(c2ccco2)CC(O)=C1C=NCCN1CCN(C2CC(=O)N(c3ccccc3)C2=O)CC1 (configuration not stated)	-2.6	i	x
27	COc1ccccc1/C=C1\CCC(C2CCCC2)C1=O (configuration not stated)	-0.06	i	0.3
28	Cc1ccc(N(CC(=O)NC2CCCCC2)C(=O)CCCC(=O)Nc2ccccn2)c(C)c1	-0.99	i	-0.6
29	CCc1ccccc1Cn1c(=O)oc2cccnc21	-0.08	i	-1.7
30	c1csc(-c2nc3ccccn3c2NC2CCCCC2)c1	-0.75	i	1.9
31	Cn1c(=O)c2c(nc(SCC(=O)O)n2Cc2cc3c(cc2Cl)OCO3)n(C)c1=O	0.81	i	-2.4
32	Cc1cc(NC(=O)CSc2nc3c(c(=O)n2CCc2ccccc2)SC(C)C3)no1 (configuration not stated)	-0.14	i	-1.9
33	CCOc1ccc2[nH]c3c(NCCC(C)C)ncnc3c2c1	0.14	i	-0.4
34	COc1ccc(NC(=O)CSc2nnc(CNC(=O)c3ccco3)o2)c(OC)c1	-0.18	i	0.6
35	CN1C(=O)/C(=C/c2ccccc2Cl)Sc2ccc(C(=O)N3CCCC3)cc21	-0.21	i	-4.2
36	O=C(COc1ccccc1)N1CCCC1	0.91	i	9.9
37	O=C1c2cccc3cc([N+](=O)[O-])cc(c23)C(=O)N1c1ccccc1O	0.56	i	-0.5
38	O=C1CC(c2nc3ccccc3[nH]2)CN1c1ccccc1F (configuration not stated)	0.24	i	-0.6
39	Cc1nc(-c2ccc(Cl)cc2)sc1C1(C)CC(c2cccnc2)=NO1 (configuration not stated)	0.6	i	-0.8
40	CC1CCCC(C)N1C(=O)CSc1nnc(COc2ccccc2)n1-c1ccccc1 (configuration not stated)	1.5	i	-1.2
41	CCOc1ccc(Nc2nc(N)c([N+](=O)[O-])c(N3CCN(CC)CC3)n2)cc1	-0.38	i	1.8
42	CC1Cc2ccccc2N1C(=S)NC(=O)C1(C)CC1(Cl)Cl (configuration not stated)	-1.7	i	-0.5
43	Cc1ccc(S(=O)(=O)c2cc(OC(=O)c3ccco3)ccc2OC(=O)c2ccco2)cc1	-0.49	i	-4.9
44	COc1ccccc1NS(=O)(=O)c1ccc(O)c(C(=O)OCC(=O)Nc2ccccc2F)c1	1.4	i	-0.6
45	COc1cccc(/C=N/NC(=O)c2cccc3ccccc23)c1OC	-0.69	i	-0.9
46	O=C(NC1CCCC1)C(c1ccncc1)N(C(=O)c1ccco1)c1ccc(Cl)cc1 (configuration not stated)	-0.1	i	-0.5
47	COc1cccc2cc(-c3cc(=O)oc4cc(C)c(O)cc34)oc12	6.1e-16	i	-0.9
48	CCOC(=O)c1c(C(F)(F)F)cc(-c2ccc(F)cc2)nc1C	0.69	i	0.0
49	O=C(/C=C/c1cn(-c2ccccc2)nc1-c1ccccc1)Nc1ccc(C(=O)O)cc1	1.2	i	-1.8
50	CN(C)c1cccc2c(S(=O)(=O)N3CCCC3)cccc12	-0.92	i	-2.5
51	Cc1ccc2cc3cc(C(=O)NCCN4CCOCC4)oc3nc2c1	0.73	i	-0.9
52	Cc1ccc(C(=O)N[C@H](C(=O)Nc2ccc(F)cc2)C(C)C)cc1	1.8	i	-4.0
53	CCOC(=O)COc1ccc(S(=O)(=O)Nc2cccc(SC)c2)cc1	-1.9	i	0.2
54	COc1ccc(-c2nnc(NC(=O)c3cc(Cl)ccc3Cl)o2)cc1	-0.43	i	0.9
55	CCc1ccc(N(CC(=O)NCCc2ccccc2)C(=O)CCC(=O)Nc2ccccn2)cc1	1.9	i	-1.5
56	CC(C)CCN1CCN(Cc2cnc(-c3ccccc3)s2)CC1CCO (configuration not stated)	-0.41	i	0.9
57	CCCN(CCC)C(=O)c1cn(CC)c2ccc(S(=O)(=O)N3CCCCC3)cc2c1=O	-0.76	i	0.7
58	COC(C(=O)N1CCC(CCC(=O)Nc2ccccc2)CC1)c1ccccc1 (configuration not stated)	-0.84	i	-1.3
59	COc1ccc(C/C(C)=N\NC(=O)c2cn(C)c3ccccc23)cc1OC	0.94	i	0.4
60	S=C(NN=C1C2CC3CC(C2)CC1C3)Nc1ccccc1	-1.1	i	0.2
61	O=C(CN(C(=O)CCC(=O)Nc1ccccn1)c1ccc2c(c1)OCO2)NCc1ccc(F)cc1	0.42	i	-1.8
62	CCc1ccc(NC(=O)C2CCCCC2C(=O)O)cc1 (configuration not stated)	1.6	i	-1.0
63	O=C(O)CC(O)(CC(=O)O)C(=O)O	-0.22	i	-1.2
64	COc1ccc(S(=O)(=O)CCC(=O)N(C)c2ccc(OC)cc2OC)cc1	-0.65	i	-1.0
65	COC(=O)c1cccc(NC(=S)NC(C)C)c1	0.45	i	2.8
66	COc1ccc(NC(=S)N2CCN(c3ncccn3)CC2)c(OC)c1	0.01	i	-1.3
67	COCc1cc(=O)[nH]c(/N=C(\N)Nc2cccc(C)c2)n1	-0.16	i	-0.9
68	COc1ccc(NC(=O)C(C)N2C(=O)c3ccccc3S2(=O)=O)c(OC)c1 (configuration not stated)	-1.4	i	0.0
69	CCOC(=O)c1c(-c2ccc(OC)cc2)csc1NC(=O)C1CCCO1 (configuration not stated)	-0.06	i	-0.3
70	CC12C(=O)N(n3cnnc3)C(=O)C1C1C=CC2C1 (configuration not stated)	-2	i	-0.9
71	COC(=O)c1ccc(N(C(=O)CNC(=O)c2ccco2)C(C(=O)NCC2CCCO2)c2ccc(OC)c(OC)c2)cc1 (configuration not stated)	-1.4	i	-1.2
72	CCNC(=O)c1ccccc1-c1nc(-c2ccccc2)no1	-1.3	i	2.2

Additional results follow:
No.	compound	Kir21 block	KCNQ2 block	STK33 inh
73	O=C(COC(=O)CSc1ccc([N+](=O)[O-])cc1)NCc1cccs1	-0.26	i	-0.4
74	Cc1ccc(S(=O)(=O)N(C)CC(=O)OCC(=O)N2CCN(c3ccccc3)CC2)cc1	-0.08	i	-1.2
75	CCOC(=O)C1CCCN(C(=O)CCn2nc(-c3ccccc3)ccc2=O)C1 (configuration not stated)	1.3	i	0.0
76	COc1ccc(/C=N/NC(=O)CNS(=O)(=O)c2ccc(C)cc2)cc1	-0.77	i	2.0
77	COc1ccc(NS(=O)(=O)c2cccc(C(=O)NCC3(N(C)C)CCCCC3)c2)cc1	-0.76	i	-0.4
78	O=C(c1cccc(C(=O)N2CCN(Cc3ccccc3)CC2)c1)N1CCN(Cc2ccccc2)CC1	-1.8	i	-0.3
79	c1ccc(-c2oc3ncnc(NCCCN4CCOCC4)c3c2-c2ccccc2)cc1	-4.1	i	11
80	O=C1N/C(=N\S(=O)(=O)c2ccccc2)S/C1=C\c1cc([N+](=O)[O-])ccc1O	-1.6	i	-0.8
81	CC(C)(C)C(=O)Nc1sc2c(c1C#N)CCC2	-0.74	i	1.1
82	Cc1ccc(NC(=O)c2cc(-c3ccc(F)cc3)on2)cc1C	-0.11	i	-1.6
83	COc1cc(/C=C/CO)cc(OC)c1O[C@@H]1O[C@H](CO)[C@@H](O)[C@H](O)[C@H]1O	0.02	i	0.0
84	O=C(Nc1c2c(nn1-c1ccc(F)cc1)CS(=O)C2)C12CC3CC(CC(C3)C1)C2 (configuration not stated)	-0.35	i	-1.2
85	CCOC(=O)c1c(N)nn(C(=O)c2ccccc2F)c1-c1ccc(OC)cc1	0.11	i	-0.3
86	CCCN1C(=O)SC(CC(=O)Nc2ccc(C)cc2)C1=O (configuration not stated)	0.02	i	0.2
87	Cc1ccc(C(=O)Nc2ccccc2C(=O)NC2CCCCC2)cc1S(=O)(=O)N1CCOCC1	2.2	i	-1.0
88	Cn1cccc1CC(=O)NNC(=S)Nc1ccccc1Cl	2.1	i	-1.8
89	CC(=O)Nc1ccc(N=Cc2c(O)c3ccccc3oc2=O)cc1	-2.1	i	-0.8
90	COc1ccc(CCn2c(NN)nc3c2c(=O)[nH]c(=O)n3C)cc1	1.1	i	0.1
91	C=C(C)C1Cc2c(C)nn(-c3nc(C)cc(C)n3)c2C1 (configuration not stated)	-0.06	i	-0.9
92	C/C(=N\NC(=O)C(C)Sc1ccccc1)C(C)(C)C (configuration not stated)	-0.47	i	-1.4
93	CCC(=O)NC(Nc1ccccn1)(C(=O)OC)C(F)(F)F (configuration not stated)	-0.03	i	-0.8
94	O=c1cc(-c2ccccc2)n(S(=O)(=O)c2ccc3ccccc3c2)o1	-0.35	i	-1.6
95	Cc1[nH]c2ccccc2c1C(=O)CSC(=S)N1CCCCC1	0.44	i	-0.3
96	Cc1ccccc1NC(=O)CN(c1ccc(F)cc1)S(C)(=O)=O	0.03	i	-0.6

Part of the list above in order of number of heavy atoms, lowest first.
No.	compound	Kir21 block	KCNQ2 block	STK33 inh
92	C/C(=N\NC(=O)C(C)Sc1ccccc1)C(C)(C)C (configuration not stated)	-0.47	i	-1.4
89	CC(=O)Nc1ccc(N=Cc2c(O)c3ccccc3oc2=O)cc1	-2.1	i	-0.8
85	CCOC(=O)c1c(N)nn(C(=O)c2ccccc2F)c1-c1ccc(OC)cc1	0.11	i	-0.3

Other entries follow:
No.	compound	Kir21 block	KCNQ2 block	STK33 inh
97	COc1cc(C(=O)NNC(=S)Nc2ccc(S(N)(=O)=O)cc2)cc(OC)c1OC	1.4	-6.1*	-0.5
98	Cn1c(=O)c2c(nc(SCCN3CCOCC3)n2Cc2ccc(F)cc2)n(C)c1=O	0.13	i	-4.1
99	Cc1ccc2c(=O)cc(C(=O)NCc3ccccc3)oc2c1C	-1.1	i	1.3
100	O=C(CCc1nc(-c2ccccc2F)no1)NC1CCCCC1	0.41	i	-2.3
101	CC(C)n1cc(/C=C2/SC(=O)N(CC(=O)Nc3ccc4c(c3)OCO4)C2=O)c2ccccc21	-1.2	i	-2.7
102	CC(=O)Nc1nc(C)c(-c2csc(Nc3cccc([N+](=O)[O-])c3)n2)s1	2.9	i	-1.0
103	C/C(=N\Nc1cc(-c2ccccc2)nc(-c2ccccc2)n1)c1ccc(O)c(C)c1	-1.5	i	-0.5
104	COc1cccc(-c2nc(-c3ccccn3)no2)c1OC	-0.66	i	-0.7
105	Cc1ccc(S(=O)(=O)N(C)CCCC(=O)NC(C)(C)C)cc1	-0.33	i	0.7
106	S=C(Nc1cc(Cl)cc(Cl)c1)N1CCCC1	0.54	i	-1.6
